PfM18AAP inh: blocks P. falciparum M18 aspartyl aminopeptidase; recombinant PfM18AAP, H-Glu-NHMec fluorogenic cleavage; inhibition, % at 7.35 µM; actives 1.2% (n = 290,000); AID 1822;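 active = inhibition above the campaign mean inhibition over all tested compounds plus 3 SD, cut at about 28% in these data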;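 also: 0% = plate median of test compound wells and 100% = 2 mM ZnCl2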
GPR7 antag: human neuropeptides B/W receptor 1 antagonism | P48145 | GPR7-expressing cells, fluorescence antagonist assay | inhibition, % at 4.4 µM | actives 1.1% (n = 290,000) | AID 1861; in the data active = inhibition above about 16%, passing the limit was not always enough;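 also: cells stimulated with the agonist NPW; 0% = agonist with vehicle and 100% = vehicle without agonist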
NALP1 yeast inh: NALP1 inhibition. S. cerevisiae NALP1/ASC/caspase-1 growth, X-gal OD620, 72 h. inhibition, % at 10 µM. actives 0.61% (n = 280,000); in the data active = inhibition mostly above about 24%, no sharp cut-off; inactive = mostly below about 32%; also: some compounds called inactive have numbers as strong as hits
OXTR agonist: human OXTR agonism; P30559; CHO-OTR cells, Fluo-8 calcium fluorescence; normalized: DMSO 0%, oxytocin 100%; activation, % at 3 µM; actives 0.32% (n = 320,000); AID 2435;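 active = activation above the mean of all tested compounds plus 3 SD, cutoff set per screening run, cut at about 20% in these data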;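 also: peak over basal fluorescence ratio from a 100 s FLIPR kinetic read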
Target sequence (P30559 whole entry, looked up): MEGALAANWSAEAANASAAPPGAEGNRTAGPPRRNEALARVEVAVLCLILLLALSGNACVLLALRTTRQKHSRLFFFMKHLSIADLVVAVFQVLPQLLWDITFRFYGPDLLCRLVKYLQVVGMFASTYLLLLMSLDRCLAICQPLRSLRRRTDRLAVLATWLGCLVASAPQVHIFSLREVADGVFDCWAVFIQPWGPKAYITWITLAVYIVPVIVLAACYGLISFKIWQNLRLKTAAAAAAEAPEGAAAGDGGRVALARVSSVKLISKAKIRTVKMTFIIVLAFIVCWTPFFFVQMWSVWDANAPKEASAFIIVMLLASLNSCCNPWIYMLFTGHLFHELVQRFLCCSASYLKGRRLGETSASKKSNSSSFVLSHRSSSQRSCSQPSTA
GalR3 antag: antagonists of human GalR3; inhibition, % at 3 µM; actives 0.44% (n = 360,000); HEK293 GalR3-CNG cAMP membrane potential fluorescence; galR3 body fused to GalR1 C-terminus; O60755;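 active = inhibition above the screen-wide average plus 3 SD, cut at about 13% in these data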;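 also: forskolin and galanin both at EC90 stimulate the cells; cAMP rise reported by CNG channel membrane potential dye signal; 0% = forskolin plus galanin with DMSO and 100% = forskolin alone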
Target sequence (O60755 1-299 limits assumed): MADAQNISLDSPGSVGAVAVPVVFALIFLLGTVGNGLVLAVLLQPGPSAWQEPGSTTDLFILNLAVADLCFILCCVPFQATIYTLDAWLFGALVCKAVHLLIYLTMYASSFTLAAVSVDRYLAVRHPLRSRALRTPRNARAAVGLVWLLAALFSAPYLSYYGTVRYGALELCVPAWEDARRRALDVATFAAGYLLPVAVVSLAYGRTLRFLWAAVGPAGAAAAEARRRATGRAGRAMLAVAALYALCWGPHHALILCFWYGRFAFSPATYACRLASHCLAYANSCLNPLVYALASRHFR
MEKK2 WT-MEK5: raises or lowers MEK5 binding to wildtype human MEKK2 PB1 domain | bead flow cytometry, Alexa488-MEK5 binding to MEKK2 WT; actives lie on both sides | binding response (% of control), % at 10 µM | actives 1.1% (n = 290,000) | AID 1531; in the data active = binding response below about 67% or above about 130%
V1aR counter: counter-screen for oxytocin receptor agonists: human V1a receptor agonists | P37288 | CHO-V1R cells, Fluo-8 calcium fluorescence, agonist mode; 0% DMSO, 100% 3 nM vasopressin | activation, % at 3 µM | actives 0.25% (n = 320,000) | AID 2797;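 active = activation above the mean activation of all tested compounds plus 3 SD, per screening run, cut at about 20% in these data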;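 also: signal is peak over basal fluorescence ratio across a 100 second FLIPR read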
Target sequence (P37288 whole entry, looked up): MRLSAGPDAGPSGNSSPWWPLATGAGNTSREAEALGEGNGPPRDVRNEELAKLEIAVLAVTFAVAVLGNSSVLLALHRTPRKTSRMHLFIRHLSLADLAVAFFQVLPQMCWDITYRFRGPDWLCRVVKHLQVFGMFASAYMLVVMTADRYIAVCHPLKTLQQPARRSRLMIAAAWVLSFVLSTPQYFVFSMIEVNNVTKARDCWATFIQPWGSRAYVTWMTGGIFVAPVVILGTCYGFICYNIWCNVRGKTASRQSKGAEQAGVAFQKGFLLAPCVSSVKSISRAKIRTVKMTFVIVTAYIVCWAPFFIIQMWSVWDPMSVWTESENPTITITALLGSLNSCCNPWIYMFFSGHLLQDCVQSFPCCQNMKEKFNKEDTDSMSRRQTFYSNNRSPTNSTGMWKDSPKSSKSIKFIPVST
MEKK2 mut-MEK5: signal of MEK5 binding to mutant human MEKK2 PB1 domain | bead flow cytometry, Alexa488-MEK5 binding to MEKK2 mutant | AID 1530 | actives 0.35% (n = 290,000) | percent response, % at 10 µM; in the data active = percent response above about 24%, passing the limit was not always enough; also: inactives centre near 1; some results filed as inactive read as strong as hits
OXTR potentiate: potentiates the human oxytocin receptor response | P30559 | CHO-OTR cells, Fluo-8 calcium fluorescence, potentiator mode; 0% = oxytocin EC15, 100% = EC100 | activation, % at 3 µM | actives 0.061% (n = 320,000) | AID 2445;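 active = activation above that plate's cutoff, the mean activation of tested compounds plus 3 SD, cut at about 6.6% in these data, passing the limit was not always enough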;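 also: 100% uses oxytocin at 75 nM as the full agonist control; some results filed as inactive read as strong as hits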
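Measured by – Fluo-8 calcium dye fluorescence · Test system – human OTR in CHO cells · Dosing – one concentration, 3.0 µM compound · Controls – EC15 oxytocin alone as 0%, 75 nM oxytocin as 100% · Evaluation – normalized max/min fluorescence ratio, % activation · Timing – 6 min pre-incubation, 100 s read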
Numbers without * were called inactive; . = not tested or not shown.

SMILES	PfM18AAP inh	GPR7 antag	NALP1 yeast inh	OXTR agonist	GalR3 antag	MEKK2 WT-MEK5	V1aR counter	MEKK2 mut-MEK5	OXTR potentiate
COc1ccc(/C=C/C(=O)NNc2cc(=O)n(C)c(=O)n2C)cc1OC	6	-3	.	-0.7	-10	110	0.1	13	-6
CCn1nnc(NC(=O)c2ccco2)n1	-5	-5	8	-0.1	-9	101	1.1	1	-5
CC(=O)c1c(C)n(CC(=O)NCc2ccco2)c2ccccc12	-7	-8	-23	-0.5	-5	101	3.0	2	-1
COc1ccc(C2=NOC(C(=O)N3CCOCC3)C2)cc1OC (stereo unspecified)	-2	4	14	0.6	-7	102	-0.3	5	-1
COC(=O)[C@]1(C)N[C@H](CN(C)C(C)=O)[C@@H]2C(=O)N(Cc3ccccc3)C(=O)[C@@H]21	.	.	.	2.0	-4	.	1.3	.	-1
Cc1cccc(Nc2c([N+](=O)[O-])c(=O)n(C)c3ccccc23)c1	-4	-6	20	-1.2	2	90	-1.1	-2	-2
CC(=O)C1=C(O)C(=O)N(Cc2ccccc2)C1c1ccc(F)cc1 (stereo unspecified)	-2	3	3	0.0	-11	103	0.6	3	-8
COc1ccc(NS(=O)(=O)NC(=O)c2c(C)n(C)c3ccccc23)cc1	-10	-1	29	0.2	0	104	1.7	-5	-1
COc1cc(OC)cc(C(=O)NCC(=O)N2CCN(c3ccc(O)cc3)CC2)c1	36*	-15	18	11	-3	101	-0.3	-1	-8
N#Cc1c(C(F)(F)F)cc(-c2ccc(Cl)cc2)[nH]c1=O	3	-12	41	2.5	-4	113	4.9	5	-21
COc1ccc(CCNC(=O)c2cnc3ccccn3c2=O)cc1	1	-11	33	-0.3	.	103	0.6	-3	-6
Cc1cccc(C(=O)NCC(=O)NCCSc2ccc(Br)cc2)c1	.	.	.	-2.3	-1	.	-0.1	.	-7
Cc1cc(=O)n2[nH]c(-c3ccccc3)cc2n1	-2	5	30	-0.2	-5	.	-0.2	.	-4
O=C(c1ccc(OCC2CCCO2)cc1)N1CCN(c2ccccc2)CC1 (stereo unspecified)	5	-7	3	1.4	-3	106	4.6	3	-15
O=C(NNC(=O)c1ccc(-c2ccccc2)cc1)Nc1ccccc1F	2	-16	11	-0.8	-5	95	1.0	-5	-4
Cc1c(C)c2ccc(OCC(=O)N3CCN(c4ccc(F)cc4)CC3)c(C)c2oc1=O	-7	-4	15	-0.5	-8	104	0.3	1	-9
CCn1c2ccccc2c2cc(NC(C)=O)ccc21	0	9	-4	-0.4	0	100	-0.3	2	-7
CSc1nnc(N2C(=O)C(O)=C(C(=O)c3ccco3)C2c2ccc(F)cc2)s1 (stereo unspecified)	3	-6	14	19	0	104	33*	-1	-5
CCN1CCN(Cc2c(C(=O)N/N=C(\C)c3ccc(Cl)c(Cl)c3)nnn2-c2nonc2N)CC1	0	-4	22	1.4	.	109	0.9	17	-2
CCN1C(=O)N[C@@H](c2cccc(C(F)(F)F)c2)C(C(=O)OC)=C1C	.	.	.	-2.5	-2	100	-0.3	0	-11

Entries from the list above with an aryl thioether with sulfur outside any ring (2):
SMILES	PfM18AAP inh	GPR7 antag	NALP1 yeast inh	OXTR agonist	GalR3 antag	MEKK2 WT-MEK5	V1aR counter	MEKK2 mut-MEK5	OXTR potentiate
Cc1cccc(C(=O)NCC(=O)NCCSc2ccc(Br)cc2)c1	.	.	.	-2.3	-1	.	-0.1	.	-7
CSc1nnc(N2C(=O)C(O)=C(C(=O)c3ccco3)C2c2ccc(F)cc2)s1 (stereo unspecified)	3	-6	14	19	0	104	33*	-1	-5

(continued)
SMILES	PfM18AAP inh	GPR7 antag	NALP1 yeast inh	OXTR agonist	GalR3 antag	MEKK2 WT-MEK5	V1aR counter	MEKK2 mut-MEK5	OXTR potentiate
COc1ccc(-c2n[nH]c3c2CN(C(=O)c2ccccc2)CC3)cc1	3	-8	-1	0.0	-8	100	0.8	4	-1
CCOC(=O)C(=CNc1cc(Cl)c(-c2ccco2)c(Cl)c1)C(=O)OCC	-3	-7	6	0.3	-4	89	0.6	-16	-8
CS(=O)(=O)N(Cc1ccccc1)c1ccc(C(=O)Nc2ccc3c(c2)OCO3)cc1	0	-10	50	3.8	-4	104	3.2	5	-9
O=C(O)C1CCCCC1C(=O)Nc1nccs1 (stereo unspecified)	4	0	1	-0.8	2	80	0.3	-11	-4
O=[N+]([O-])c1cc(S(=O)(=O)N2CCCC2)ccc1N/N=C1/CCCc2ccccc21	4	-6	6	-0.9	-3	96	0.3	0	0
COc1ccccc1Oc1nc(-c2cccnc2)nc2ccccc12	5	-4	8	-1.8	-6	96	1.0	-2	0
COc1cccc(NC(=O)CSc2nc3ccccc3c(=O)n2Cc2cccs2)c1	-4	-7	26	-0.1	-3	99	3.4	-1	-4
CSc1cc(-c2ccc(Cl)cc2)c(C(=O)NC(C)C)s1	-2	-11	-1	-2.1	-2	98	-1.5	4	-8
CCN(CC)S(=O)(=O)c1cc(NC(=O)Cn2cnc3ccccc3c2=O)ccc1C	-2	-4	2	-0.5	4	100	-0.1	-1	-3
Cc1cccc(OCc2nc3c4c(ncn3n2)-c2ccccc2CC42CCCC2)c1	-2	-5	28	-1.4	5	108	0.5	0	-2
Cc1[nH]c2ccccc2c1/C=C/c1nc2ccccc2c(=O)n1-c1cccc([N+](=O)[O-])c1	-5	8	0	-0.1	-5	90	-1.4	-7	4
CCCn1ccc2c(OCC(=O)Nc3ccc(NC(C)=O)cc3)cccc2c1=O	.	.	.	-0.2	-2	.	-0.7	.	-13
COc1cc(/C=c2\s/c(=C(/C#N)C(=O)N3CCCC3)n(-c3ccccc3)c2=O)ccc1O	1	-1	-10	12	0	100	17	1	-12
CC(NC(=O)c1ccc(Cl)s1)C1CCCO1 (stereo unspecified)	-3	-10	-15	-0.1	-10	89	-0.3	-7	-2
COc1cc(/C=N/NC(=O)c2cc[n+]([O-])cc2)ccc1O	7	-5	-23	1.1	2	106	0.5	7	4
Cc1ccc(-n2c(C)cc(/C=N/NC(=O)c3ccncc3)c2C)cc1C	13	-11	-9	-0.2	1	100	-0.1	1	-7
CS(=O)(=O)N1CCCC(C(=O)NCCCN2CCN(Cc3ccccc3)CC2)C1 (stereo unspecified)	1	12	8	0.2	-1	86	0.6	-6	-2
CC(C)[C@H](NC(=O)OCc1ccccc1)C(=O)OCC(=O)N1CCN(c2ccccc2)CC1	.	.	.	-0.2	-3	.	2.0	.	-14
CC(=O)Nc1nnc(CCS(=O)(=O)c2ccc(Cl)cc2)s1	2	2	12	.	-3	96	.	1	.
O=C(Nc1nnc(SCc2ccc(F)cc2)s1)c1cnccn1	3	-10	-40	2.8	-3	98	2.3	-1	-7
O=S(=O)(c1ccc2nc(N3CCN(c4ccc(F)cc4)CC3)ccc2c1)N1CCCCC1	8	2	5	0.2	-1	100	0.4	9	-7
CCCCCCOc1ccc(OC(=O)c2cccnc2)cc1	-10	-1	-1	0.9	0	105	0.9	3	-8
CCc1cc2c(=O)c(-c3nc4ccccc4n3C)c(C(C)C)oc2c(CN2CCN(C)CC2)c1O	3	-8	20	0.1	-6	101	0.7	2	-1
O=[N+]([O-])c1ccc(CNc2cccc(Cl)c2)s1	-7	-16	10	-2.2	-6	109	0.3	11	-7
CCOc1ccccc1Nc1cc(C)nc2ccc(C)cc12	.	.	.	-0.1	-9	.	2.1	.	-6
Cc1ccc2c(CN3CCCc4ccccc43)cc(=O)oc2c1C	2	6	14	-2.6	-4	98	-0.1	-4	-10
O=C(O)CCN1C(=O)C2C3C=CC(C2C1=O)C1C(=O)N(CCC(=O)O)C(=O)C31 (stereo unspecified)	1	-15	-6	.	-5	94	.	2	.
Cn1cccc1Cc1nnc(SCC(=O)Nc2ccc(F)cc2F)n1-c1ccc(F)cc1	-4	-7	11	-0.7	-1	97	-0.6	1	-4
COc1ccc2nc3oc(C(=O)NC4CCN(Cc5ccccc5)CC4)cc3cc2c1	-3	0	7	0.4	-7	121	0.3	8	-3
COCc1c(C(=O)N2CCN(c3ncccn3)CC2)oc2ccccc12	.	.	.	0.9	-5	.	1.6	.	1
CCN(CC1CCCO1)C(=O)CCc1nnc(CCc2ccc(OC)cc2)o1 (stereo unspecified)	2	-10	2	-0.5	-1	109	-0.5	9	-3
CC(C)c1ccc(OCC(=O)NC(C)c2ccccc2)cc1 (stereo unspecified)	1	-3	0	-2.5	-7	99	-1.7	8	-11
N#Cc1ccc(C(=O)Nc2nc(SCc3ccc(Cl)cc3)n[nH]2)cc1	-1	8	-19	-0.5	-10	103	1.1	0	-4
CCN1CCN(c2ccc(S(=O)(=O)N3CCCCC3)cc2NC(=O)/C=C/c2ccc([N+](=O)[O-])cc2)CC1	.	.	.	7.2	1	.	1.2	.	-7
O=C(Cc1ccccc1F)OCC(=O)N1CCc2ccccc21	-13	-10	-12	-1.7	-1	90	-0.9	-7	-12
O=C(NCc1n[nH]c(=S)n1Cc1ccccc1)c1ccc(Cl)cc1Cl	15	7	30	0.6	-4	93	0.0	-5	-14
CC1=NNC(=O)C1CCC(=O)N/N=C/c1ccccc1 (stereo unspecified)	-1	1	.	0.4	5	103	0.8	-4	-5
CCOC(=O)C1=C(COC(=O)c2cc(OC)c(OC)c(OC)c2)NC(=O)NC1C (stereo unspecified)	.	.	.	1.5	1	.	1.2	.	-1
CCSc1ccccc1C(=O)Nc1cc(OC)c(OC)c(OC)c1	5	-9	0	-2.1	-5	96	0.0	1	-7
Cc1ccccc1NC(=O)Nc1ccccn1	2	-10	13	-0.8	-1	98	0.3	3	5
CCC1Oc2ccc(C)cc2N(CC(=O)N2CCN(c3ccc(F)cc3)CC2)C1=O (stereo unspecified)	7	-9	33	-1.3	.	110	-1.3	8	-6

Some of the entries so far, as labelled records:
O=[N+]([O-])c1ccc(CNc2cccc(Cl)c2)s1
  PfM18AAP inh: -7
  GPR7 antag: -16
  NALP1 yeast inh: 10
  OXTR agonist: -2.2
  GalR3 antag: -6
  MEKK2 WT-MEK5: 109
  V1aR counter: 0.3
  MEKK2 mut-MEK5: 11
  OXTR potentiate: -7

CCN(CC1CCCO1)C(=O)CCc1nnc(CCc2ccc(OC)cc2)o1 (stereo unspecified)
  PfM18AAP inh: 2
  GPR7 antag: -10
  NALP1 yeast inh: 2
  OXTR agonist: -0.5
  GalR3 antag: -1
  MEKK2 WT-MEK5: 109
  V1aR counter: -0.5
  MEKK2 mut-MEK5: 9
  OXTR potentiate: -3

O=C(O)CCN1C(=O)C2C3C=CC(C2C1=O)C1C(=O)N(CCC(=O)O)C(=O)C31 (stereo unspecified)
  PfM18AAP inh: 1
  GPR7 antag: -15
  NALP1 yeast inh: -6
  OXTR agonist: .
  GalR3 antag: -5
  MEKK2 WT-MEK5: 94
  V1aR counter: .
  MEKK2 mut-MEK5: 2
  OXTR potentiate: .

Cn1cccc1Cc1nnc(SCC(=O)Nc2ccc(F)cc2F)n1-c1ccc(F)cc1
  PfM18AAP inh: -4
  GPR7 antag: -7
  NALP1 yeast inh: 11
  OXTR agonist: -0.7
  GalR3 antag: -1
  MEKK2 WT-MEK5: 97
  V1aR counter: -0.6
  MEKK2 mut-MEK5: 1
  OXTR potentiate: -4

An excerpt of these results, with two lines to a compound:
The line under a structure holds: PfM18AAP inh	GPR7 antag	NALP1 yeast inh	OXTR agonist	GalR3 antag	MEKK2 WT-MEK5	V1aR counter	MEKK2 mut-MEK5	OXTR potentiate
N#Cc1ccc(C(=O)Nc2nc(SCc3ccc(Cl)cc3)n[nH]2)cc1
    -1	8	-19	-0.5	-10	103	1.1	0	-4
CC(C)c1ccc(OCC(=O)NC(C)c2ccccc2)cc1 (stereo unspecified)
    1	-3	0	-2.5	-7	99	-1.7	8	-11

Screening data deposited in PubChem BioAssay by several laboratories.
